Growth percent in the NCI-60 one-dose screen (48 h, 10 µM unless noted): 100 = growth as untreated, 0 = no growth, -100 = all killed.
BT-549 = BT-549 breast cancer; 78,000 tested, 4.4% active
HS 578T = HS 578T breast cancer. 78,000 tested, 4.1% active
MCF7 = MCF7 breast cancer; 82,000 tested, 6.3% active
SK-MEL-28 = SK-MEL-28 melanoma | 81,000 tested, 4.1% active | AID 1794761
MDA-MB-468 = MDA-MB-468 breast cancer. 78,000 tested, 8.5% active. AID 2202374
LOX IMVI = LOX IMVI melanoma; 79,000 tested, 7.4% active; AID 1794757
MDA-MB-231 = MDA-MB-231 breast cancer. 81,000 tested, 5% active
T-47D = T-47D breast cancer. AID 1794792. 79,000 tested, 5% active
* hit, by the source's call; & = joins results of further samples; [ ] = remark or other dose. Rule for the calls: active = growth percent below 10; inactive = the rest.

`O=C(CCN1C(=O)CC1c1ccco1)N1CCOCC1` (stereo not drawn) gave BT-549 99&108, HS 578T 90&119, MCF7 95&103, SK-MEL-28 107&108, MDA-MB-468 116&107, LOX IMVI 96&96, MDA-MB-231 104&111 and T-47D 98&103.
For c1coc(-c2nc(N3CCOCC3)nc3cc(-c4cccs4)nn23)c1 the results were BT-549 86, HS 578T 115, MCF7 93, SK-MEL-28 110, MDA-MB-468 106, LOX IMVI 96, MDA-MB-231 104 and T-47D 89.
Screening CCCCC1COc2cccc3c2N1C=C/C3=C\C(=O)N(C)c1ccccc1OC(F)(F)F (stereo not drawn) returned BT-549 100, HS 578T 110, MCF7 95, SK-MEL-28 101, MDA-MB-468 72, LOX IMVI 94, MDA-MB-231 101 and T-47D 80.
`COc1ccc(-c2cc(-c3nnc(SCC(=O)Nc4ccc(Cl)cc4)n3-c3ccccc3)c3ccccc3n2)cc1` gave BT-549 111, HS 578T 110, MCF7 86, SK-MEL-28 104, MDA-MB-468 100, LOX IMVI 100, MDA-MB-231 94 and T-47D 86.
O=C1CCCC/C1=C\C=C\c1c(C2CC2)nc2ccccc2c1-c1ccc(F)cc1 was read as BT-549 106, HS 578T 107, MCF7 95, SK-MEL-28 104, MDA-MB-468 112, LOX IMVI 97, MDA-MB-231 98 and T-47D 109.
For O=c1c2c3c(sc2nc(SCc2nnc(Nc4ccccc4)s2)n1Cc1ccccc1)CCCC3 the results were BT-549 107, HS 578T 99, MCF7 90, SK-MEL-28 130, LOX IMVI 98, MDA-MB-231 102 and T-47D 90.
`Clc1ccc2c(Cl)cc(Cl)nc2c1` gave BT-549 101, HS 578T 107, MCF7 95, SK-MEL-28 109, MDA-MB-468 99, LOX IMVI 91, MDA-MB-231 109 and T-47D 96.
OB(O)c1ccccc1C[n+]1ccc(-c2ccc3cc(-c4cc[n+](Cc5ccccc5B(O)O)cc4)ccc3c2)cc1 was read as BT-549 105[7 µM], HS 578T 128[7 µM], MCF7 88[7 µM], SK-MEL-28 106[7 µM], MDA-MB-468 92[7 µM], LOX IMVI 113[7 µM], MDA-MB-231 110[7 µM] and T-47D 99[7 µM].
COc1cccc(Cn2cc(C(=O)Nc3cccnc3Nc3ccccc3)nn2)c1 was read as BT-549 103, HS 578T 106, MCF7 101, SK-MEL-28 118, MDA-MB-468 99, LOX IMVI 93, MDA-MB-231 101 and T-47D 86.
`COc1ccc(-c2cc(Cc3cccs3)c(=O)n(Cn3ccc4ccccc43)n2)cc1` gave BT-549 116, HS 578T 112, MCF7 95, SK-MEL-28 114, MDA-MB-468 110, LOX IMVI 96, MDA-MB-231 100 and T-47D 109.
`Cc1ccc(Nc2nc(N)nc(N)c2N)cc1` gave BT-549 122, HS 578T 99, MCF7 92, SK-MEL-28 105, MDA-MB-468 103, LOX IMVI 114, MDA-MB-231 98 and T-47D 102.
For Cc1cc(F)ccc1S(=O)(=O)Nc1ccc(-c2cnc(N)[nH]2)cc1 the results were BT-549 102, HS 578T 88, MCF7 87, SK-MEL-28 94, MDA-MB-468 78, LOX IMVI 101, MDA-MB-231 91 and T-47D 83.
`Cc1ccc2c(c1)sc1nncn12` gave BT-549 101, HS 578T 99, MCF7 94, SK-MEL-28 110, MDA-MB-468 101, LOX IMVI 96, MDA-MB-231 98 and T-47D 101.
`COc1ccc(NC(=O)CSc2nnc(-c3ccc(-c4nc5ccc(Cl)cc5[nH]4)cc3)o2)cc1OC` gave BT-549 129, HS 578T 92, MCF7 94, SK-MEL-28 110, MDA-MB-468 107, LOX IMVI 97, MDA-MB-231 86 and T-47D 100.
For COc1ccc(-n2c(SCc3nnc(NC(=O)c4ccc(Br)cc4)s3)nc3cc(OC)c(OC)cc3c2=O)cc1 the results were BT-549 137, HS 578T 99, MCF7 86, SK-MEL-28 89, MDA-MB-468 94, LOX IMVI 91, MDA-MB-231 88 and T-47D 112.
Screening O=C(NCn1c(=O)[nH]c2ccccc2c1=O)Nc1nc2ccccc2s1 returned BT-549 51, HS 578T 46, MCF7 64, SK-MEL-28 76, MDA-MB-468 40, LOX IMVI 62, MDA-MB-231 41 and T-47D 61.
Screening CS(=O)(=O)c1ccc(N2N=C(c3ccc(Oc4ccccc4)cc3)CCC2=O)cc1 returned BT-549 60, HS 578T 88, MCF7 64, SK-MEL-28 106, MDA-MB-468 42, LOX IMVI 70, MDA-MB-231 82 and T-47D 44.
For CC(C)(C)NC(=O)C(OC(=O)C1CCc2cc(F)ccc2O1)c1ccc([N+](=O)[O-])cc1 (stereo not drawn) the results were BT-549 99, HS 578T 97, MCF7 92, SK-MEL-28 112, MDA-MB-468 106, LOX IMVI 94, MDA-MB-231 90 and T-47D 86.
Screening Cc1cc(N2CCCC2)nc(N(CCNc2ccnc3cc(Cl)ccc23)Cc2ccco2)n1 returned BT-549 22, HS 578T 62, MCF7 18, SK-MEL-28 31, MDA-MB-468 13, LOX IMVI 4.4*, MDA-MB-231 12 and T-47D 12.
Cc1ccc(-n2c3c(c(-c4ccccc4)c2-c2ccccc2)C2=NCCN2C=N3)cc1 was read as BT-549 107, HS 578T 95, MCF7 87, SK-MEL-28 110, MDA-MB-468 82, LOX IMVI 94, MDA-MB-231 81 and T-47D 73.
For O=C(Nc1cccc(Cl)c1)Nc1nc2ccc(-c3cccc4ccccc34)cc2s1 the results were BT-549 102, HS 578T 73, MCF7 58, SK-MEL-28 73, MDA-MB-468 38, MDA-MB-231 75 and T-47D 11.
Screening COc1ccc(C)cc1NC(=O)SC(C)C returned BT-549 101[100 µM], HS 578T 102[100 µM], MCF7 87[100 µM], SK-MEL-28 102[100 µM], MDA-MB-468 92[100 µM], MDA-MB-231 92[100 µM] and T-47D 90[100 µM].
CCCCCCCCCCC(O)C(=O)O (stereo not drawn) was read as BT-549 102, MCF7 100, SK-MEL-28 109, MDA-MB-468 96, MDA-MB-231 123 and T-47D 105.
`Nc1ccc(S(=O)(=O)O)c(O)c1` gave BT-549 104, HS 578T 105, MCF7 100, SK-MEL-28 107, MDA-MB-468 108, LOX IMVI 102, MDA-MB-231 99 and T-47D 97.
`NS(=O)(=O)Oc1ccc(NC(=O)C23CC4CC(CC(C4)C2)C3)cc1Br` gave BT-549 112, HS 578T 91, MCF7 92, SK-MEL-28 102, MDA-MB-468 101, LOX IMVI 86, MDA-MB-231 90 and T-47D 97.
Screening COC(=O)c1ccc(NC2=C(Cl)C(=O)C(C)=C(C)C2=O)cc1 returned BT-549 77, HS 578T 77, MCF7 36, SK-MEL-28 76, MDA-MB-468 -46*, LOX IMVI 25, MDA-MB-231 69 and T-47D -26*.
`Cc1c2n(c3ccccc13)Cc1cnnn1C(C(=O)c1ccc(O)cc1)=C2` gave BT-549 90, HS 578T 85, MCF7 77, SK-MEL-28 95, MDA-MB-468 100, LOX IMVI 82, MDA-MB-231 91 and T-47D 92.
Cc1cc(C)nc(NS(=O)(=O)c2ccc(N/C(N)=N/c3nccc(-c4ccc(Cl)cc4)n3)cc2)n1 was read as BT-549 122, HS 578T 93, MCF7 77, SK-MEL-28 99, MDA-MB-468 102, LOX IMVI 81, MDA-MB-231 100 and T-47D 75.
COc1cc(-c2nccc3[nH]c(-c4ccc5cc[nH]c5c4)nc23)cc(OC)c1OC was read as BT-549 18, HS 578T 31, MCF7 2.1*, SK-MEL-28 42, MDA-MB-468 -37*, LOX IMVI -67*, MDA-MB-231 -20* and T-47D 30.
CC(=O)N1N=C(c2ccc(Cl)cc2)CC1c1sc(Cl)nc1Cl (stereo not drawn) was read as BT-549 90, HS 578T 98, MCF7 86, SK-MEL-28 95, MDA-MB-468 75, LOX IMVI 88, MDA-MB-231 82 and T-47D 75.
CN1CC(=O)N(/N=C2\C(=O)Nc3ccccc32)C1=S was read as BT-549 99, HS 578T 84, MCF7 80, SK-MEL-28 114, MDA-MB-468 104, LOX IMVI 92, MDA-MB-231 94 and T-47D 73.
Screening O=C(O)/C(=C\c1ccc(Cl)cc1)c1ccc(Cl)cc1 returned BT-549 82, HS 578T 78, MCF7 93, SK-MEL-28 96, MDA-MB-468 79, LOX IMVI 95, MDA-MB-231 93 and T-47D 96.
CCOC(=O)C(CCc1ccccc1[N+](=O)[O-])C(C)=O (stereo not drawn) was read as BT-549 98, HS 578T 103, MCF7 95, SK-MEL-28 103, MDA-MB-468 116, LOX IMVI 98, MDA-MB-231 99 and T-47D 122.
`CCCCN1CSC(=S)N(CCCC)C1` gave BT-549 106, HS 578T 69, SK-MEL-28 105, MDA-MB-468 115, LOX IMVI 92, MDA-MB-231 87 and T-47D 74.
`NNC(=O)c1ccc(C(=O)O)cc1` gave BT-549 112, HS 578T 90, MCF7 94, SK-MEL-28 92, MDA-MB-468 101, LOX IMVI 99, MDA-MB-231 103 and T-47D 113.
For CC1(C)C=C2[C@H]3CC[C@@H]4[C@@]5(C)C/C(=C/c6cccnc6)C(=O)C(C)(C)[C@@H]5CC[C@@]4(C)[C@]3(C)CC[C@@]2(CCl)CC1 the results were BT-549 98, HS 578T 102, MCF7 77, SK-MEL-28 101, MDA-MB-468 97, MDA-MB-231 101 and T-47D 74.
For CC(=O)OCC1OC(n2ccc(-n3cncn3)nc2=O)CC1N=[N+]=[N-] (stereo not drawn) the results were BT-549 107, HS 578T 100, MCF7 98, SK-MEL-28 94, MDA-MB-468 106, MDA-MB-231 124 and T-47D 104.
N#Cc1c(CCCO)c(C#N)c2nc3ccccc3n2c1N was read as BT-549 115, HS 578T 102, MCF7 88, SK-MEL-28 103, MDA-MB-468 122, LOX IMVI 100, MDA-MB-231 93 and T-47D 101.
For CCOC(=O)CSc1sc(C(=O)OCC)c(N)c1C#N the results were HS 578T 109, MCF7 64, SK-MEL-28 100, MDA-MB-468 94, LOX IMVI 108, MDA-MB-231 107 and T-47D 86.
For Cc1ccc(-n2cc(-c3ccccc3)c3c(SCC(=O)n4nc(C)cc4C)ncnc32)cc1 the results were BT-549 104, HS 578T 95, MCF7 93, SK-MEL-28 112, MDA-MB-468 94, LOX IMVI 85, MDA-MB-231 81 and T-47D 99.
`CCCCOc1nc2ccc(Cl)cc2cc1/C=C/c1cc(/C=C/c2cc3cc(Cl)ccc3nc2OCCCC)n(-c2ccccc2)n1` gave BT-549 103, MCF7 90, SK-MEL-28 116, MDA-MB-468 118, LOX IMVI 101, MDA-MB-231 101 and T-47D 103.
`O=C(OCCCN1CCCCC1)c1noc2cc([N+](=O)[O-])ccc12` gave HS 578T 101, MCF7 94, SK-MEL-28 112, MDA-MB-468 101, LOX IMVI 95, MDA-MB-231 104 and T-47D 103.
O/N=C(/Cc1ccccc1)c1ccccc1 was read as BT-549 103, HS 578T 107, MCF7 98, SK-MEL-28 103, MDA-MB-468 101, LOX IMVI 108, MDA-MB-231 92 and T-47D 118.
`CC(C)(C)OC(=O)N1CC=CCN(OCc2ccccc2)S1(=O)=O` gave BT-549 108, HS 578T 113, MDA-MB-468 98, LOX IMVI 97, MDA-MB-231 102 and T-47D 96.
`COC1=Nc2ccccc2/C=C\c2ccccc21` gave BT-549 111, HS 578T 115, MCF7 98, SK-MEL-28 115, MDA-MB-468 108, LOX IMVI 105, MDA-MB-231 123 and T-47D 99.
For NC(=O)c1[nH]ncc1NCc1ccccn1 the results were BT-549 106, HS 578T 104, MCF7 107, SK-MEL-28 114, MDA-MB-468 109, LOX IMVI 104, MDA-MB-231 111 and T-47D 105.
C(=N\NC1=NCCN1)/c1cccs1 was read as BT-549 125, HS 578T 109, MCF7 91, SK-MEL-28 110, MDA-MB-468 114, LOX IMVI 90, MDA-MB-231 100 and T-47D 116.
Screening CS(=O)(=O)c1ccc(-c2[nH]c3ccccc3c2/C=N/N=C(N)N)cc1 returned BT-549 102, HS 578T 104, MCF7 90, SK-MEL-28 101, MDA-MB-468 94, LOX IMVI 99, MDA-MB-231 97 and T-47D 84.
For CCCn1ccc(-n2nnc(-c3ccccc3)c2N)n1 the results were BT-549 102, HS 578T 112, MCF7 89, SK-MEL-28 103, MDA-MB-468 120, LOX IMVI 105, MDA-MB-231 110 and T-47D 88.
For N/C(=N\C(N)=N\c1nc2ccccc2s1)c1cccc(Br)c1 the results were BT-549 79, HS 578T 103, MCF7 77, SK-MEL-28 94, MDA-MB-468 91, LOX IMVI 33, MDA-MB-231 73 and T-47D 52.
`Cc1ccc(S(=O)(=O)OCCCCCCCCCCOS(=O)(=O)c2ccc(C)cc2)cc1` gave BT-549 90, HS 578T 104, MCF7 65, SK-MEL-28 99, MDA-MB-468 90, LOX IMVI 93, MDA-MB-231 87 and T-47D 62.

Structural class: the entries above containing an NH in an aromatic ring.
For Cc1cc(F)ccc1S(=O)(=O)Nc1ccc(-c2cnc(N)[nH]2)cc1 the results were BT-549 102, HS 578T 88, MCF7 87, SK-MEL-28 94, MDA-MB-468 78, LOX IMVI 101, MDA-MB-231 91 and T-47D 83.
`COc1ccc(NC(=O)CSc2nnc(-c3ccc(-c4nc5ccc(Cl)cc5[nH]4)cc3)o2)cc1OC` gave BT-549 129, HS 578T 92, MCF7 94, SK-MEL-28 110, MDA-MB-468 107, LOX IMVI 97, MDA-MB-231 86 and T-47D 100.
Screening O=C(NCn1c(=O)[nH]c2ccccc2c1=O)Nc1nc2ccccc2s1 returned BT-549 51, HS 578T 46, MCF7 64, SK-MEL-28 76, MDA-MB-468 40, LOX IMVI 62, MDA-MB-231 41 and T-47D 61.
COc1cc(-c2nccc3[nH]c(-c4ccc5cc[nH]c5c4)nc23)cc(OC)c1OC was read as BT-549 18, HS 578T 31, MCF7 2.1*, SK-MEL-28 42, MDA-MB-468 -37*, LOX IMVI -67*, MDA-MB-231 -20* and T-47D 30.
For NC(=O)c1[nH]ncc1NCc1ccccn1 the results were BT-549 106, HS 578T 104, MCF7 107, SK-MEL-28 114, MDA-MB-468 109, LOX IMVI 104, MDA-MB-231 111 and T-47D 105.
Screening CS(=O)(=O)c1ccc(-c2[nH]c3ccccc3c2/C=N/N=C(N)N)cc1 returned BT-549 102, HS 578T 104, MCF7 90, SK-MEL-28 101, MDA-MB-468 94, LOX IMVI 99, MDA-MB-231 97 and T-47D 84.

Assay outcomes as filed in PubChem BioAssay.
